Screening data deposited in PubChem by National Center for Advancing Translational Sciences (NCATS).
TRPV1 agonist: activates the human vanilloid receptor TRPV1 | Q8NER1 | TRPV1-expressing cells, Fluo-8 calcium influx, agonist mode | activation, % at 8.33 µM | 320,000 tested, 0.19% active | AID 540275; in the data active = activation above about 80%; inconclusive = between about 30% and that limit; also: 0% is about no effect
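Cells expressing TRPV1 were dye-loaded with Fluo-8 and read kinetically: 10 s baseline, 3 min after compound (agonist portion), then 2 min after EC20 capsaicin (allosteric enhancer portion). Calcium-bound dye fluorescence at 480/520 nm.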
FBPA coupling cs: inhibits coupling enzyme system, counter-screen for aldolase hits | coupling enzyme system counterscreen, AmpLite Red fluorescence | activity change, negative = inhibition, % at 58.2 µM, hits read low | 290,000 tested, 0.67% active; in the data active = activity change below about -30%; also: % is scaled to controls: 0 for no effect and ±100 for the full control effect
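Coupling enzymes only (glyceraldehyde-3-phosphate) + compound, at 57.5 uM final, 10 min RT; add substrate/coupling/AmpLite Red mix, 20 min RT; fluorescence ex 525/em 598 nm. Actives flag coupling-system interference.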
CXXC DNA block: inhibitors of human MLL CXXC domain-DNA interaction; MLL-CXXC / FITC-HOXA9 DNA fluorescence polarization; 290,000 tested, 0.037% active; Potency, µM (titrated, usually from 115 µM), for inactives: at the highest dose activity change, negative = inhibition, actives largely listed as inhibitors; AID 2662; Q03164; active = well fitted inhibition curve with a large enough effect in the polarisation, with a control signal flat, not every such curve was filed as active; inconclusive = small, poorly fitted or top-dose-only effect, or effect the other way, or a change in a side signal; inactive = no such curve, though single readings can be large or run the other way; the % refers to the polarisation; also: potency is read from the fitted curve at half-maximal effect
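Fluorescence polarization: 7 uM MLL-CXXC (stock) preincubated 5 min with compounds, then 50 nM fluorescein-HOX-A9 DNA (stock) added; 30 min ambient. Buffer 50 mM Tris-HCl pH 7.5, 50 mM NaCl, 1 mM DTT, 0.05% BSA.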
GALK inh: galactokinase (human) inhibition; Potency, µM (top dose mostly 57.5 µM), for inactives: at the highest dose activity change, negative = inhibition, usual class: inhibitors; 270,000 tested, 0.007% active; AID 1868; Purified GALK, Kinase-Glo residual ATP luminescence; also: potency is read from the fitted curve at half-maximal effect; % is scaled to controls: 0 for no effect and ±100 for the full control effect
Target sequence (P51570 whole entry, looked up): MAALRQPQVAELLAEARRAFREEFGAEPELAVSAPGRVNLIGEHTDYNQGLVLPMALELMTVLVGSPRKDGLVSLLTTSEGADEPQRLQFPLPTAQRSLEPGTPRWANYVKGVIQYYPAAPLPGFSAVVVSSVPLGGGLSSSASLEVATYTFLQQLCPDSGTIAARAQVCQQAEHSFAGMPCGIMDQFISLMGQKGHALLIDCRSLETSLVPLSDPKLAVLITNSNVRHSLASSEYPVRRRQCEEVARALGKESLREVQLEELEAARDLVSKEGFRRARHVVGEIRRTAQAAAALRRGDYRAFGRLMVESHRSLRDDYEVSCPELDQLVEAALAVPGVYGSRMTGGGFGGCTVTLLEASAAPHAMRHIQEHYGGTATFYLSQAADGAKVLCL
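GALK at 5 nM final was combined with compound, 35 uM ATP and 100 uM galactose in HEPES pH8.0 with MgCl2 and DTT. The reaction ran one hour at room temperature before luminescent ATP detection.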
S-ASM inh: human S-ASM enzyme inhibition | Potency, µM (series often up to 57.5 µM), for inactives: top-dose activity change, negative = inhibition, usual class: inhibitors | 340,000 tested, 0.006% active | placental ASM, HMU-PC fluorogenic substrate, 60 min | P17405; also: potency is read from the fitted curve at half-maximal effect
Target sequence (P17405 47-631 limits assumed): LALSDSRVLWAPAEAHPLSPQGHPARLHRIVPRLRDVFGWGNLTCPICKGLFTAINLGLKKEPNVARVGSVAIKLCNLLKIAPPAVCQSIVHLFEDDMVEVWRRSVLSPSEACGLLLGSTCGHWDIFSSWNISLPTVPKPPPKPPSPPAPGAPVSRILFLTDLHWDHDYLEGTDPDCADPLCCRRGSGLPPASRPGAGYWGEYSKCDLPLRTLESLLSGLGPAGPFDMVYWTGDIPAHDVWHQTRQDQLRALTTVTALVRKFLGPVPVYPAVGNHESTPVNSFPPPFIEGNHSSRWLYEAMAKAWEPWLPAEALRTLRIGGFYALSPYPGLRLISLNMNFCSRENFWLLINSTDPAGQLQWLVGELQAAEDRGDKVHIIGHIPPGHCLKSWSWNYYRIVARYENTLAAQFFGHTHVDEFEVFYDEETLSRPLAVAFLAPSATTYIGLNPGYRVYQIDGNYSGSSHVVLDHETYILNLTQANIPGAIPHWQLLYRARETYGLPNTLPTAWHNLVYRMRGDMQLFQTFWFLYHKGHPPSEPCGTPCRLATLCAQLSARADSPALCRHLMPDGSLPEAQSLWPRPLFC
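Steps: dispense placental human ASM, pin compound, wait 10 min at room temperature, add HMU-PC0 substrate at 9 uM final, incubate 60 min at 37 °C, add stop solution raising pH to 10, read fluorescence.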
hERG WT inh: KCNH2 (human, wildtype) channel inhibition; 340,000 tested, 0.37% active; U2OS, BacMam KCNH2, thallium flux FluxOr; active compounds read low; Q12809; activity change, % at 1.84 µM;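 active = maximum activity change below -70%; inconclusive = maximum activity change between -70% and -50%; inactive = maximum activity change above -50%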; also: % is scaled to controls: 0 for no effect and ±100 for the full control effect
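U2OS cells transduced with wild-type KCNH2 virus are loaded with FluxOr dye for 45 min, and thallium flux is measured in kinetic reads before and after stimulation buffer. Rate constants are normalized to DMSO controls.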
MBNL1 CUG block: inhibitors of human MBNL1 binding to CUG repeat RNA | TR-FRET MBNL1-His/biotin-(CUG)12 binding, 665/545 ratio | 280,000 tested, 0.036% active | Q9NR56 | Potency, µM (highest dose often 57.5 µM), for the others: at the top dose activity change, negative = inhibition, usual class: inhibitors; active = well fitted inhibition curve with a large enough effect in the signal ratio, with a control signal flat, not every such curve was filed as active; inconclusive = small, poorly fitted or top-dose-only effect, or effect the other way, or a change in a side signal; inactive = no such curve, though single readings can be large or run the other way; the % refers to the signal ratio; also: potency is read from the fitted curve at half-maximal effect; % is scaled to controls: 0 for no effect and ±100 for the full control effect
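Compounds (final 92 nM to 58 uM) are added to His-tagged MBNL1 and biotin-(CUG)12, then terbium anti-His antibody and streptavidin-XL665 (5 nM final). After 60 min at room temperature, the 665/545 nm ratio is read.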
Integrin act MD: activates integrin-mediated alleviation for muscular dystrophy; alpha7betagal myoblasts, beta-gal FDG fluorescence, 48 h; Potency, µM (series often up to 38.3 µM), inactives show at the highest dose activation, actives largely listed as activators; 350,000 tested, 0.064% active; AID 624291;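 also: potency is read from the fitted curve at half-maximal effect; 100% = response of the positive control SU9516; nearly all actives have a fitted effect of over 60% in size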
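Alpha7betagal+/- myoblasts (passage 13) were plated 16-24 hr, then exposed to compounds (1:260 dilution of DMSO stock) for 48 hours at 37C. After MPER lysis, β-galactosidase reporter activity was read as FDG fluorescence (ex 480/em 540) after 30 minutes.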
AT treatment: potential ataxia-telangiectasia treatments restoring KAP-1 phosphorylation; […] A-T fibroblasts, KAP-1 phosphorylation AlphaLISA; neocarzinostatin DNA damage 30 min before lysis; AID 485349; 320,000 tested, 0.19% active; Potency, µM (series often up to 57.5 µM), for inactives: at the highest dose activation, usual class: activators; also: potency is read from the fitted curve at half-maximal effect; % of control where 0% means no effect; nearly all actives have a fitted effect of over 45% in size
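ATM-like activity read as KAP-1 phosphorylation via AlphaLISA donor/acceptor antibody pairs after lysis and 6 hr at 25C. Cells were ATM-null patient fibroblasts ([…], hTERT), dosed 60 min, then exposed to the DSB inducer NCS for 30 min.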
KCNH2 3.1 block: KCNH2 3.1 (human) potassium channel inhibition | U2OS KCNH2 3.1, thallium flux FluxOr; active compounds read low | activity change, % (tested at about 1.8 µM) | 340,000 tested, 0.95% active;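 active = maximum activity change below -70%; inconclusive = maximum activity change from -70% to -50%; inactive = maximum activity change above -50%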;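 also: thallium influx rate constant from kinetic fluorescence after stimulation buffer; % is scaled to controls: 0 for no effect and ±100 for the full control effect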
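Thallium flux via FluxOr fluorescence (Red40 quencher, 45 min loading) in U2OS cells virally expressing the KCNH2 3.1 isoform (1.77 x 10^8 /mL virus, overnight at 37 C). Rate constants from 2-min kinetic reads post-stimulation, normalised to positive and negative controls.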
Starred values were filed as active, the others as inactive; i = inactive; ? = inconclusive; nt = not tested or not shown; & = joins results of further samples; [ ] = dose if it differs, or a comment. Unless noted, calls follow the shape of the dose curve; as a rule, active = well fitted curve in the direction sought with a large enough effect; inconclusive = small, poorly fitted or top-dose-only effect, or another doubt; inactive = no such curve, though single readings can be large; an effect the other way counts as inactive or inconclusive.

SMILES	TRPV1 agonist	FBPA coupling cs	CXXC DNA block	GALK inh	S-ASM inh	hERG WT inh	MBNL1 CUG block	Integrin act MD	AT treatment	KCNH2 3.1 block
O=C(CSc1nc2cc(Cl)ccc2s1)c1cc2ccccc2o1	2	-9	8%	-1%	-7%	-14	1%	-9%[7.66 µM]	0%	16
CCOC(=O)CN1C(=O)S/C(=C/C=C/c2ccc(N(C)C)cc2)C1=O	12	0	?	1%	-15%	-5	nt	-23%	-2%	-14
Cc1ccc(-n2c(C)cc(=O)cc2C)cc1[N+](=O)[O-]	1	1	-1%	-3%	3%	3	?	-3%	-6%	3
CCC/C=C(\CCC)C(NC(=O)Cc1ccccc1)c1ccc(C(=O)OC)cc1 (stereo not drawn)	11	-1&-2	1%	nt	-12%	-4	12%	1%	9%	-27
Cc1c(-c2ccccc2)nc2ccccc2c1C(=O)O	-3	0	2%	-3%	2%	-20	-1%	-5%	-1%	3
COc1ccc([C@H]2CC(=O)C=C(c3ccc(-c4ccccc4)c(F)c3)C2)cc1OC	4	nt	nt	nt	-22%	nt	nt	0%	13%	nt
O=S(=O)(N/N=C/c1cn(Cc2ccccc2)c2ccccc12)c1ccccc1	-1	-1	-3%	-4%	-19%	-7	-3%	-19%	-4%	-3
Cc1onc(-c2ccccc2Cl)c1C(=O)NC(=S)Nc1ccccc1F	18	1	12%	-4%	-4%	nt	0%	-25%	-1%	15
CC(C)Sc1nc2sccc2c(=O)n1-c1ccccc1	-3	-1	23%	5%	-3%	-8	7%	3%	-1%	14
CSc1ncccc1C(=O)NNC(=O)c1ccc(NS(=O)(=O)c2cccs2)cc1	5	nt	nt	nt	nt	-2	nt	7%	-3%	5
CCn1c(=O)c(C(=O)NCc2ccc(OC)c(OC)c2)c(O)c2ccccc21	0	-1	-2%	1%	0%	5	1%	22%	14%	13
O=C1c2ccc(Oc3ccc4c(c3)C(=O)N(CCCCO)C4=O)cc2C(=O)N1CCCCO	6	2	9%	2%	-1%	1	?	-7%	10%	-2
Cc1nn(-c2ccccc2)c2ncc(C(=O)c3cc(Cl)ccc3O)cc12	0	-3	-6%	-1%	-4%	3	-5%	19%	2%	23
O=C(c1ccccc1)N1N=C(C(F)(F)F)CC1(O)c1ccccc1O (stereo not drawn)	20	1	1%	-7%	-5%	9	-3%	0%	10%	-5
c1ccc(C2OCC3(CO2)COC(c2ccccc2)OC3)cc1 (stereo not drawn)	-4	2	6%	1%	0%	-1	-5%	-10%	3%	9
N/C(=N\OC(=O)CCC1CCCC1)c1ccccc1	0	0	22%	10%	-2%	-10	-9%	-24%	3%	7
Cc1cc(C(=O)NC2CC(C)(C)Cc3c2cnn3-c2ccccc2)n(C)n1 (stereo not drawn)	?	nt	3%	1%	-2%	7	-3%	0%	1%	10
Cn1cccc1/C=N/NC(=O)c1ccccn1	-1	-1	-16%	9%	2%	-1	-1%	?	-9%	18
Cc1ccc(NC(=O)Nc2cc(-c3ccccc3)nn2C)cc1Cl	3	-4	-16%	-3%	-14%	-6	-5%	-19%	-9%	7
O=C(CN1C(=O)/C(=C/c2ccco2)SC1=S)Nc1ccc(O)c(C(=O)O)c1	-1	nt	1%	-7%	6%	13	?	0%	2%	4
COc1ccc2[nH]c(C(=O)N3CCC(n4nccc4NC(=O)C4CC4)CC3)c(C)c2c1	2	nt	0%	-1%	-1%	-2	3%	-5%	21%	0
CCCc1cc(C(=O)Cc2ccc(F)cc2)c(O)cc1O	0	-9	10%	-1%	-14%	-5	-12%	-37%	5%	-6
Cc1ccc(NC(=S)NNC(=O)c2ccc(N3CCOCC3)c([N+](=O)[O-])c2)cc1Cl	1	5	1%	-2%	?	-7	39%[activator]	4%	-6%	-3
COc1ccccc1Nc1nc(N)nc(CSc2nc(C)cc(C)n2)n1	13	-1	0%	-1%	2%	-6	-4%	-11%	1%	19
COC(=O)COc1coc(CN2CCN(c3cccc(Cl)c3)CC2)cc1=O	1	nt	-3%	-7%	-4%	7	-1%	29%	7%	-11
COc1ccc(CCN(C)C2CC(=O)N(c3ccccc3)C2=O)cc1OC (stereo not drawn)	0	-1	-13%	6%	2%	1	-2%	-3%	4%	7
CCOC(=O)c1sc(NC(=O)C2CC(=O)N(c3ccc(C)cc3)C2)nc1C (stereo not drawn)	9	1	1%	17%	-19%	8	3%	-13%	-3%	-18
CN(CC(=O)NCCc1ccccc1)S(=O)(=O)c1ccc(Br)cc1	30	0	-12%	1%	0%	-4	-10%	5%	-1%	0
COc1ccc2c(c1)CCc1c(C(=O)NCCN3CCOCC3)noc1-2	7	-2	3%	2%	2%	0	?	1%[7.66 µM]	7%	17
Cc1cc2c(c(CO)c1CCO)C(=O)[C@@H](C)[C@@H]2O	nt	nt	nt	nt	3%	-7	nt	14%	1%	-25

An excerpt from above in order of molar mass, smallest number first:
SMILES	TRPV1 agonist	FBPA coupling cs	CXXC DNA block	GALK inh	S-ASM inh	hERG WT inh	MBNL1 CUG block	Integrin act MD	AT treatment	KCNH2 3.1 block
Cc1cc2c(c(CO)c1CCO)C(=O)[C@@H](C)[C@@H]2O	nt	nt	nt	nt	3%	-7	nt	14%	1%	-25
O=C(CSc1nc2cc(Cl)ccc2s1)c1cc2ccccc2o1	2	-9	8%	-1%	-7%	-14	1%	-9%[7.66 µM]	0%	16
Cc1nn(-c2ccccc2)c2ncc(C(=O)c3cc(Cl)ccc3O)cc12	0	-3	-6%	-1%	-4%	3	-5%	19%	2%	23
COC(=O)COc1coc(CN2CCN(c3cccc(Cl)c3)CC2)cc1=O	1	nt	-3%	-7%	-4%	7	-1%	29%	7%	-11
CN(CC(=O)NCCc1ccccc1)S(=O)(=O)c1ccc(Br)cc1	30	0	-12%	1%	0%	-4	-10%	5%	-1%	0
O=C1c2ccc(Oc3ccc4c(c3)C(=O)N(CCCCO)C4=O)cc2C(=O)N1CCCCO	6	2	9%	2%	-1%	1	?	-7%	10%	-2

Further results follow.
SMILES	TRPV1 agonist	FBPA coupling cs	CXXC DNA block	GALK inh	S-ASM inh	hERG WT inh	MBNL1 CUG block	Integrin act MD	AT treatment	KCNH2 3.1 block
Cc1ccccc1N/N=C1\CCCNC1=O	2	-13	-22%	0%	-9%	2	17%	-3%	6%	4
Cc1ccc(/C=C2/NC(=O)N(Cc3ccccc3F)C2=O)o1	-11	-11	32%[activator]	0%	8%	5	8%	-20%	0%	-7
COc1ccc([N+](=O)[O-])cc1NC(=O)CCN1CCN(c2ccccc2OC)CC1	0	7	2%	nt	2%	7	13%	-13%	1%	-2
CCOc1cc(/C=C2/C(=N)N3OC(C)=CC3=NC2=O)ccc1OC	-1	-2	-23%	-1%	3%	i	13%	10%	-6%	1
CC1CCCCN1C(=O)COC(=O)Cc1c[nH]c2ccccc12 (stereo not drawn)	nt	nt	nt	nt	6%	-1	nt	27%	10%	7
Cc1cc2[nH]c(=O)c(=O)[nH]c2cc1S(=O)(=O)NCc1ccc(Cl)cc1	-3	0	nt	nt	-1%	-9	-4%	13%	9%	3
CCOc1ccc(C2(C)CC(=O)N(C)C2=O)cc1 (stereo not drawn)	-2	1	2%	7%	5%	2	3%	-21%	0%	-9
COc1ccc(-c2nc(-c3ccncc3)no2)cc1OC	1	1	5%	3%	-1%	0	6%	-27%	5%	-2
CN(CC(=O)Nc1ccc2c(c1)OCO2)CC(=O)Nc1ccc(F)c(F)c1F	nt	nt	nt	nt	-1%	2	nt	-38%	-3%	-3
COc1ccc(C(=O)COc2ccc3ccc(=O)oc3c2)cc1	nt	-3	-12%	-4%	30%[activator]	6	nt	18%	7%	0
Cc1cc(C)c(C#N)c(OCC(=O)c2ccc(Br)cc2)n1	-6	-7	4%	3%	-11%	1	-1%	-22%	7%	-1
CCOc1ccc(CNC(=O)c2ccc(Sc3ccc(Cl)cc3)c(NC(C)=O)c2)cc1OC	?	0	8%	0%	-2%	-1	-3%	0%	0%	-6
O=C(COC(=O)C1CC2CCCC(C1)C2=O)Nc1cccc(F)c1 (stereo not drawn)	9	nt	nt	nt	2%	-11	nt	11%	-3%	-10
